TrxR1 substrate = qHTS Assay for Substrates of Mammalian Selenoprotein Thioredoxin Reductase 1 (TrxR1): qHTS; Thioredoxin reductase 1, cytoplasmic (Rattus norvegicus), O89049; purified TrxR1 substrate turnover, NADPH consumption readout; Potency, µM (series often up to 114 µM), inactives show at the top dose activity change, negative = substrate turnover; hit rate 0.01% among 390,000; also: potency is read from the fitted curve at half-maximal effect; % is scaled to controls: 0 for no effect and ±100 for the full control effect; nearly all actives have a fitted effect of over 50% in size
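Rat TrxR1, dispensed at 90 nM, was prereduced with 400 uM NADPH (final) for 5 min at ~22 deg C, then incubated with compound 15 min before 400 uM selenite. A first-read NADPH fluorescence drop versus no-compound background flagged substrates.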
D2 antag = HTS Assay for Allosteric Antagonists of the Human D2 Dopamine Receptor: Primary Screen for Antagonists; inhibition, % at 10 µM; D(2) dopamine receptor (Homo sapiens), P14416; HEK293 TREx D2 cells, calcium flux, dopamine EC80; hit rate 2% among 340,000; in the data active = inhibition above about 30%; also: 0% is about no effect
Target sequence (P14416 whole entry, looked up): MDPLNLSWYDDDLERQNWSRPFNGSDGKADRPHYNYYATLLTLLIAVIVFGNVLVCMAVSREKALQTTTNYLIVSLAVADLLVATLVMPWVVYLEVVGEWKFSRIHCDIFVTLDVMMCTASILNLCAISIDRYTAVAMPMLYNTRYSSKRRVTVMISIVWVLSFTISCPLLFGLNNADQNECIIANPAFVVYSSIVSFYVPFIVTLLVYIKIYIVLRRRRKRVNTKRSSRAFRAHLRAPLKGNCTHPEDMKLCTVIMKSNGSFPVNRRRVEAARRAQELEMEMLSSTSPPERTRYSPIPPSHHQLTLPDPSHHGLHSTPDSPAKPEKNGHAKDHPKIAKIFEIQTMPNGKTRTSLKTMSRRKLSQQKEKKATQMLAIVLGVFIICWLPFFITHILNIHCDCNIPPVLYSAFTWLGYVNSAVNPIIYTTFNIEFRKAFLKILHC
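Tetracycline-induced HEK293 T-REx cells expressing D2 force-coupled to calcium signalling were dye-loaded, exposed to compound for 180 s, then challenged with an EC80 of dopamine; calcium flux was followed kinetically for a further 180 s.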
USP1 inh = Inhibitors of USP1/UAF1: Primary Screen; AID 743255, 2014; hit rate 0.23% among 390,000; Potency, µM (doses to about 57.1 µM), for inactives: at the top dose activity change, negative = inhibition, usual class: inhibitors; Ubiquitin carboxyl-terminal hydrolase 1 (Homo sapiens), O94782; recombinant USP1/UAF1, Ub-Rhodamine cleavage fluorescence; also: potency is read from the fitted curve at half-maximal effect; % is scaled to controls: 0 for no effect and ±100 for the full control effect; nearly all actives have a fitted effect of over 60% in size; inactives centre near -12
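1 nM enzyme complex + cpd, 15 min RT; start with Ub-Rho 150nM final; kinetic fluorescence ex 480/em 540, 6 reads q60 s. Buffer 50mM HEPES pH 7.8, 0.5mM EDTA, 0.1 mg/ml BSA, 1mM TCEP, 0.01% Tween-20.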
rTrxR1 inhibitor = qHTS Assay for Inhibitors of Mammalian Selenoprotein Thioredoxin Reductase 1 (TrxR1): qHTS; Thioredoxin reductase 1, cytoplasmic (Rattus norvegicus), O89049; recombinant rTrxR1, NADPH fluorescence consumption, selenite substrate; Potency, µM (series often up to 114 µM), inactives show at the top dose activity change, negative = inhibition, most hits filed as inhibitors; hit rate 1% among 390,000; AID 588453, 2011; also: potency is read from the fitted curve at half-maximal effect; % is scaled to controls: 0 for no effect and ±100 for the full control effect; nearly all actives have a fitted effect of over 65% in size
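Rat TrxR1 (90 nM in the dispensed reagent) was pre-reduced with 400 uM NADPH for 5 min at room temperature, then incubated with compound for 15 min. After 400 uM selenite was added, NADPH fluorescence (Ex 340/Em 450 nm) was followed for 8 min.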
mIDH1 inhibitor = qHTS for Inhibitors of mutant isocitrate dehydrogenase 1 (IDH1): qHTS | Isocitrate dehydrogenase [NADP] cytoplasmic (Homo sapiens), O75874 | hit rate 0.093% among 390,000 | IDH1-R132H enzyme, NADPH consumption, diaphorase/resazurin fluorescence | Potency, µM (doses to about 76.6 µM), for the others: top-dose activity change, negative = inhibition, actives largely listed as inhibitors | AID 602179, 2012; also: potency is read from the fitted curve at half-maximal effect; % is scaled to controls: 0 for no effect and ±100 for the full control effect; nearly all actives have a fitted effect of over 65% in size
Target sequence (O75874 whole entry R132H, stated change not applied): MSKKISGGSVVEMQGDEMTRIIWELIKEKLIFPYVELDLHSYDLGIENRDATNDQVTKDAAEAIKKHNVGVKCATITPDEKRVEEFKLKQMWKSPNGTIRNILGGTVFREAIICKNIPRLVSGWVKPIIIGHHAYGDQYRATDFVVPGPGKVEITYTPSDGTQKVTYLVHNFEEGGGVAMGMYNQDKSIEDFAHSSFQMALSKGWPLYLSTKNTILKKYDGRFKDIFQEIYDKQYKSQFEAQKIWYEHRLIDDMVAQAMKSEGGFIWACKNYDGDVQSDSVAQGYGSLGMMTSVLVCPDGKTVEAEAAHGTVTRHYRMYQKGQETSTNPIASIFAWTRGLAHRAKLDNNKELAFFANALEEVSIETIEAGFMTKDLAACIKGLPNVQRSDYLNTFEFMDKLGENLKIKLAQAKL
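IDH1-R132H (0.5 ug/mL) preincubated 30 min with compound, then NADPH (0.016 mM) and alpha-KG (2 mM) added; 80 min at RT, pH 7.5. Remaining NADPH coupled via diaphorase/resazurin to fluorescence (540/590 nm); concentration-response curves normalized to no-enzyme control.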
Pin1 inhibitor = qHTS Assay to Find Inhibitors of Pin1 | Peptidyl-prolyl cis-trans isomerase NIMA-interacting 1 (Homo sapiens), Q13526 | Pin1 FP peptide displacement, HiFluor488, 10 min | Potency, µM (titrated, usually from 115 µM), for the others: at the top dose activity, negative = inhibition, hits mostly inhibitors | hit rate 0.009% among 390,000 | AID 504891, 2011; active = well fitted inhibition curve with a large enough effect in the polarisation, with a control signal flat, not every such curve was filed as active; inconclusive = small, poorly fitted or top-dose-only effect, or effect the other way, or a change in a side signal; inactive = no such curve, though single readings can be large or run the other way; the % refers to the polarisation; also: potency is read from the fitted curve at half-maximal effect; % is scaled to controls: 0 for no effect and ±100 for the full control effect
Target sequence (Q13526 whole entry, looked up): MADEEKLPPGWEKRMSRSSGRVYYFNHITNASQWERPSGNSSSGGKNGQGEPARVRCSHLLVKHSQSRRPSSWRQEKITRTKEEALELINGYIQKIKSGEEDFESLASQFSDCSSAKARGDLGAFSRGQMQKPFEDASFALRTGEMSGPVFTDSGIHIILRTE
TRHR agonist = qHTS for Small Molecule Agonists and Allosteric Enhancers of Human TRH Receptor: Primary Screen for Agonists | Thyrotropin-releasing hormone receptor (Homo sapiens), P34981 | TRHR cells, calcium flux fluo-8, FDSS agonist mode | activation, % at 2 µM | hit rate 0.18% among 360,000; in the data active = activation above about 30%; also: 0% is about no effect
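Read-out: compound-evoked intracellular calcium rise in TRHR cells, fluo-8 dye, kinetic FDSS fluorescence at 1 s/cycle following a 10-cycle baseline. Cells cultured overnight before dye loading (30 min–1.5 h, RT).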
D2 ag = HTS Assay for Allosteric Agonists of the Human D2 Dopamine Receptor: Primary Screen for Agonists | D(2) dopamine receptor (Homo sapiens), P14416 | HEK293 T-REx D2 cells, calcium flux agonist mode | activation, % at 2 µM | hit rate 0.53% among 340,000 | AID 485358, 2010;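 active = activation over 3 SD above normal in the single-dose calcium agonist read, cut at about 30% in these data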; also: 0% is about no effect
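Agonism scored from kinetic calcium signal (1 read/sec, 180 s) following compound pin transfer, after a 10 s baseline. Cells: HEK293 Trex line expressing inducible D2 receptor coupled to calcium, dye-loaded after overnight culture at 30 C.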
TRHR enhancer = qHTS for Small Molecule Agonists and Allosteric Enhancers of Human TRH Receptor: Primary Screen for Enhancers; Thyrotropin-releasing hormone receptor (Homo sapiens), P34981; TRHR cells, fluo-8 calcium fluorescence, EC20 TRH enhancement; hit rate 0.66% among 360,000; enhancement, % at 2 µM; in the data active = enhancement above about 30%; also: 0% is about no effect
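Enhancer read-out: after compound pinning and an initial kinetic agonist-mode read, an EC20 of TRH (10 nM final) was injected and fluo-8 calcium signal (Ex 480/Em 530) followed at 1 s/cycle for 100 cycles in TRHR-expressing cells.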
Starred values were filed as active, the others as inactive; ? = inconclusive; . = no result given; [ ] = another dose, or the depositor's remark. Unless noted, calls follow the shape of the dose curve; as a rule, active = well fitted inhibition curve with a large enough effect; inconclusive = small, poorly fitted or top-dose-only effect; inactive = no such curve, though single readings can be large or run the other way.

SMILES	TrxR1 substrate	D2 antag	USP1 inh	rTrxR1 inhibitor	mIDH1 inhibitor	Pin1 inhibitor	TRHR agonist	D2 ag	TRHR enhancer
COc1nc(C)ccc1-c1noc(-c2ccco2)n1	7%	0	-6%	12%	4%	4%	-0.7	6.8	0
COC(=O)c1cc2ccsc2n1Cc1nc(-c2cccc(Cl)c2)oc1C	2%	-2	-31%	5%	-7%	-13%	0.0	0.6	-10
FC(F)(F)c1nnc2n1N=C(c1ccccc1)CS2	-6%	17	-20%	-8%	0%	0%	0.2	-0.8	5
COc1cccc(CNC(=O)c2sc3nc[nH]c(=O)c3c2C)c1	5%[57.1 µM]	.	?	35%[57.1 µM]	13%	-5%	0.3	-0.8	-3
O=C(N/N=C/C1CC=CCC1)c1cc(Br)ccc1O (stereo unspecified)	-3%	-9	-15%	-11%	6%	1%	1.5	6.1	-5
C=C(C)C(=O)N1CC2(CC(c3cccc(NC(=O)CC)c3)=NO2)C[C@H]1C(N)=O (stereo partly specified)	6%[57.1 µM]	12	-23%	23%[57.1 µM]	-6%	5%	0.1	-0.3	-6
O=S(=O)(c1ccccc1F)N1CCN(c2nc(-c3cccnc3)nc3ccccc23)CC1	2%	13	-23%	15%	4%	31%[activator]	0.0	0.5	-2
COc1cc2c(cc1O)C(Cc1ccc(O)cc1)[N+](C)([O-])CC2 (stereo unspecified)	-5%	-8	-24%	-10%	-10%	-3%	0.2	-0.6	3
CC(C(=O)Nc1ccc(N2CCOCC2)cc1)N1C(=O)NC(C)(C)C1=O (stereo unspecified)	5%	25	-15%	23%	7%	0%	0.7	0.9	-4
CC1(C)C(=S)N(Cc2ccccc2)c2ccccc21	6%	1	-22%	20%	0%	-3%	0.3	-1.0	1
CS(=O)(=O)n1nc(OC(=O)c2cccc3ccccc23)cc1N	-5%	-6	-7%	56µM*	4%	103%[activator]	-1.2	-0.1	5
COc1cccc(Oc2ncnc(N)c2[N+](=O)[O-])c1	-3%	.	-13%	-17%	6%	-4%	1.6	.	-4
Nc1c(C(=O)NCc2ccc3c(c2)OCO3)nnn1-c1ccc(OC(F)(F)F)cc1	7%	5	-10%	12%	7%	?	-0.7	-0.1	1
CCOC(=O)[C@@H]1[C@H]2COc3ccccc3[C@@H]2N2C(=O)N(c3ccc(Cl)cc3)C(=O)[C@]12C	-7%	-4	-19%	7%	0%	-11%	-0.1	0.4	-4
COc1ccccc1C(O)(c1ccccc1)C(CN1CCOCC1)c1ccccc1 (stereo unspecified)	-1%	-8	-21%	16%[57.1 µM]	13%	-2%	-0.7	-0.5	-7
Cc1ccc(-n2ncc(C(=O)NCc3ccco3)c2C2CCN(C(=O)OC(C)(C)C)CC2)c(C)c1	-4%	.	-21%	1%	-17%	-4%	0.5	0.0	-4
CN(C)C1NC(=O)c2cc(-c3ccccc3)sc2N1 (stereo unspecified)	8%[57.1 µM]	8	-17%	5%[57.1 µM]	1%	-1%	-0.9	-1.8	1
N=c1scc(-c2ccccc2)n1/N=C/c1ccco1	-4%	-10	-26%	-16%	7%	16%	0.1	-0.5	3
O=C(Nc1cccnc1Cl)c1cc(-c2ccc(O)cc2)on1	3%	14	-12%	3%	6%	21%	0.6	0.5	-6
Cn1c(=O)cc(OCC(=O)N2CCC(N3CCCCC3)CC2)c2ccccc21	4%[57.1 µM]	-12	-21%	11%[57.1 µM]	2%	0%	0.1	-0.7	-4
CCOC(=O)Nc1ccc(S(=O)(=O)Nc2nc(C)cc(C)n2)cc1	-6%	15	-8%	11%	8%	-6%	-0.4	-0.8	3
COC(=O)c1ccc(OCC(O)CN2CCN(CC(O)COc3ccc(C(=O)OC)cc3)CC2)cc1 (stereo unspecified)	6%	4	-1%	26%	2%	-2%	0.6	0.0	4
Clc1ccc(OCCCN2CCCCC2)c(Br)c1	-3%	38*	-22%	1%	6%	-8%	1.3	0.8	2
CSc1nnc(NC(=O)Cc2coc3cc(C)ccc23)s1	5%	.	-21%	15%	10%	19%	0.7	.	-4
CCN(C(=O)COC(=O)c1ccc(SC)cc1OC)C1CCS(=O)(=O)C1 (stereo unspecified)	0%	.	-19%	6%	-7%	0%	.	.	.

Later entries:
SMILES	TrxR1 substrate	D2 antag	USP1 inh	rTrxR1 inhibitor	mIDH1 inhibitor	Pin1 inhibitor	TRHR agonist	D2 ag	TRHR enhancer
Nc1ccc(C(=O)N/N=C/c2cn(Cc3cccc(F)c3)c3ccccc23)cc1	0%	0	-22%	-1%	3%	0%	0.4	0.4	-3
COC(=O)CN(C#N)c1nc(N(C)C)nc(N(C)C)n1	5%	-19	-3%	11%[57.1 µM]	3%	2%	-0.3	0.5	7
COc1ccc(C2CC(=O)c3c([nH]c(C(=O)OC(C)C)c3C)C2)cc1OC (stereo unspecified)	-18%	-5	-3%	-20%	0%	-3%	-0.6	-1.8	-7
Cc1cc(C)c2cc(CN(CC3CCCO3)C(=S)NCc3ccco3)c(=O)[nH]c2c1 (stereo unspecified)	-3%	2	-25%	-6%[57.1 µM]	17%	0%	-0.5	0.7	10
COc1cccc(C(c2sc3ncnn3c2O)N2CCc3ccccc3C2)c1 (stereo unspecified)	5%[57.1 µM]	-1	-24%	8%[57.1 µM]	2%	6%	-0.5	0.7	7
COc1cc2c(cc1NC(=O)Cc1ccc(C)cc1)oc1ccccc12	11%	4	-22%	50%[activator]	1%	13%	1.0	0.0	-3
CC(C)CN(C(=O)COC(=O)c1cc2c(s1)CCC2)C1CCS(=O)(=O)C1 (stereo unspecified)	14%	4	-18%	5%	4%	?	-0.1	0.5	-3
COc1cc(/C=C2/C(=N)N3C=CSC3=NC2=O)ccc1OCCCOc1cc(C)ccc1C	-7%	3	-22%	-19%	0%	47%[activator]	1.1	-0.2	3
Cc1ccc(-c2nc(CN(C)C)cc(CN(C)C)c2O)cc1	308%[activator]	-20	6%	?	11%	-3%	0.4	0.1	1
O=C(c1ccc(F)c(S(=O)(=O)N2CCOCC2)c1)N1CCN(c2ncccn2)CC1	1%	7	-16%	26%	1%	5%	0.1	0.0	4
Cc1oc(-c2ccccc2)nc1C(=O)OCC(=O)NCc1ccc(Cl)cc1	3%	-5	-22%	19%	2%	6%	-0.3	-1.0	4
CCn1c(SCC(=O)c2cccs2)nnc1-c1ccco1	29%[57.1 µM]	-6	-12%	?	5%	6%	0.2	0.2	1
Cc1ccc(C(=O)Nc2ccccc2C(=O)NC(Cc2c[nH]c3ccccc23)C(=O)O)cc1 (stereo unspecified)	?	6	-16%	?	0%	-7%	0.6	0.5	-1
CN(CC(=O)Nc1ccc(F)cc1)C(=O)COC(=O)CSc1ccc(F)cc1	-8%	-16	-9%	-13%	4%	1%	0.0	-0.5	8
CCCCCc1ccc(-c2ccc(/C=C/C(=O)O)cc2)nc1	7%	7	-12%	-3%	11%	-8%	-0.4	-0.4	-9
COc1ccc(CCNc2nc(C)nc3c2nnn3Cc2ccccc2)cc1OC	-11%	17	-13%	-1%	-3%	-2%	-0.1	1.0	-5
COCCNCCOCCOc1ccc(Cl)c(C)c1	-7%	9	-6%	-21%	2%	-13%	-0.5	-0.1	-12
O=C(O)c1ccc(Oc2c(C(F)(F)F)oc3cc(O)ccc3c2=O)cc1	3%	.	-20%	?	8%	0%	1.0	.	0
COc1ccc(NS(=O)(=O)c2ccc(O)c([N+](=O)[O-])c2)cc1S(=O)(=O)N1CCCCC1	6%	.	-16%	20%	2%	-10%	.	.	.
CCOc1ccc(NS(=O)(=O)c2ccc(NS(C)(=O)=O)cc2)cc1	2%	2	-14%	12%	6%	2%	-0.1	0.6	-8
CC(C)Nc1nc(-c2cccnc2)nc(-c2ccccc2)c1C#N	-2%	15	-12%	4%	-13%	-6%	0.3	-1.0	-2
CCC(C)c1ccc(OCCn2ccnc2)cc1 (stereo unspecified)	-2%	5	-11%	-9%	3%	-10%	-0.7	-0.3	-6
CCCCCCn1c(=O)[nH]c2nc3cc(N)ccc3nc2c1=O	-2%	32*	?	8%	3%	.	130*	85*	31*

Retrieved by structure from above:
SMILES	TrxR1 substrate	D2 antag	USP1 inh	rTrxR1 inhibitor	mIDH1 inhibitor	Pin1 inhibitor	TRHR agonist	D2 ag	TRHR enhancer
COc1nc(C)ccc1-c1noc(-c2ccco2)n1	7%	0	-6%	12%	4%	4%	-0.7	6.8	0
COc1cccc(CNC(=O)c2sc3nc[nH]c(=O)c3c2C)c1	5%[57.1 µM]	.	?	35%[57.1 µM]	13%	-5%	0.3	-0.8	-3
Clc1ccc(OCCCN2CCCCC2)c(Br)c1	-3%	38*	-22%	1%	6%	-8%	1.3	0.8	2
O=C(N/N=C/C1CC=CCC1)c1cc(Br)ccc1O (stereo unspecified)	-3%	-9	-15%	-11%	6%	1%	1.5	6.1	-5

Source: PubChem BioAssay

Not all compounds are listed; the hit share may differ from the screen's.
